# Plk1 PBD FP = Plk1 (human) PBD binding inhibition; P53350; Plk1 PBD phosphopeptide binding, fluorescence polarization; inhibition, %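 (tested at about 20 µM)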; hit rate 0.13% among 97,000; in the data active = inhibition above about 34%, passing the limit was not always enough
# Target sequence (P53350 whole entry, looked up): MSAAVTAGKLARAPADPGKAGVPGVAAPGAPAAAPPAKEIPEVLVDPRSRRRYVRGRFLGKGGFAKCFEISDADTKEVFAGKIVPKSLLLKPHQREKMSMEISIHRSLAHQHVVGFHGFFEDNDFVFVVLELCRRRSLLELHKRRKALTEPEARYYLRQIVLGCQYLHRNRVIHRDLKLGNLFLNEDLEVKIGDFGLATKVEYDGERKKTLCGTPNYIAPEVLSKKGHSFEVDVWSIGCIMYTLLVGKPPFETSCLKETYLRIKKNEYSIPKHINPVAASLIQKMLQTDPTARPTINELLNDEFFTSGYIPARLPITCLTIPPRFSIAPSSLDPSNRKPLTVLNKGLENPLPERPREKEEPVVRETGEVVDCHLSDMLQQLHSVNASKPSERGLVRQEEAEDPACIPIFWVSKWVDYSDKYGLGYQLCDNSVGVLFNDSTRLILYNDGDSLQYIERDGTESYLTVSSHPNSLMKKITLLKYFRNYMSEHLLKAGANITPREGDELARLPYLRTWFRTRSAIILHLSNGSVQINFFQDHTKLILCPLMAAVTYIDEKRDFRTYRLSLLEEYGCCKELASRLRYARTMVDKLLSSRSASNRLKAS
# EphB4 ephrin blk = blocks human EphB4 binding to ephrin-B2. P54760. EphB4 LBD / TNYL-RAW-Alexa532 peptide, fluorescence polarization. inhibition, % at 7 µM. hit rate 0.15% among 97,000. AID 720;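 active = inhibition above the screen-wide mean inhibition plus 3 SD, cut at about 15% in these data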;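 also: 0% = DMSO wells and 100% = excess unlabeled TNYL-RAW peptide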
# FAK blocker = blocks human focal adhesion kinase activity | Q05397 | biochemical FAK kinase activity assay | inhibition, %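 (tested at 7 µM)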 | hit rate 0.84% among 97,000; in the data active = inhibition above about 19%;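 also: 0% = DMSO and 100% = reference compound high control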
# PLK1 kinase inh = blocks human PLK1 kinase activity. recombinant PLK1 kinase, TR-FRET peptide phosphorylation. inhibition, % at 10 µM. hit rate 0.53% among 97,000. AID 619;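 active = inhibition of 50% or more in the single-concentration screen; inactive = inhibition below 50%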;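 also: 0% = DMSO max control and 100% = H-89 dihydrochloride min control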
# S1P2 ag = activates the human S1P2 receptor; hit rate 0.46% among 97,000; AID 729; S1P2-expressing cell line, agonist reporter read-out; activation, % at 4.5 µM; O95136; in the data active = activation above about 16%;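 also: 0% = vehicle low control and 100% = maximal reference agonist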
# Target sequence (O95136 whole entry, looked up): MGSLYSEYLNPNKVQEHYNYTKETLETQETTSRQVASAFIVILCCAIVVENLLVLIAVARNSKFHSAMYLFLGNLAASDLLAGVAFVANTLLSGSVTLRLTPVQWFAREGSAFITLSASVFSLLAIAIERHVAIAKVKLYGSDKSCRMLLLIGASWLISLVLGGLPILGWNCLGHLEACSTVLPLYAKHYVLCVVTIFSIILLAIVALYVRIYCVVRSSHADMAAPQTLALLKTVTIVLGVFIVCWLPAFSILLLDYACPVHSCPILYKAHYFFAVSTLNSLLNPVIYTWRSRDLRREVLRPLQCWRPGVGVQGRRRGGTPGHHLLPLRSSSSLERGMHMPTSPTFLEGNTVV
# S1P2 blocker = S1P2 (human) receptor antagonism. O95136. cell-based S1P2 antagonist assay, inhibition at 5 uM. inhibition, % at 5 µM. hit rate 0.21% among 97,000. AID 736; in the data active = inhibition above about 45%;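 also: CRE beta-lactamase reporter cells expressing human S1P2 stimulated with S1P; 0% = agonist at EC80 alone and 100% = agonist plus reference antagonist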
# MT1-MMP txn act = activates MT1-MMP transcription; AID 750; HT1080 MT1-MMP promoter luciferase reporter, luminescence, overnight; active compounds read high; activation factor at 10 µM; hit rate 0.16% among 86,000;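 active = activation factor of at least 2 for MT1-MMP transcription at 10 µM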
# Rev-RRE block = disrupts HIV-1 Rev binding to RRE RNA. P05866. Rev peptide-RRE RNA binding, FRET. inhibition, % at 8 µM. hit rate 0.79% among 97,000. AID 704;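 active = inhibition above the screen-wide mean plus 3 SD, cut at about 35% in these data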;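 also: 0% = median DMSO wells and 100% = median Neomycin B control wells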
# Target sequence (P05866 whole entry, looked up): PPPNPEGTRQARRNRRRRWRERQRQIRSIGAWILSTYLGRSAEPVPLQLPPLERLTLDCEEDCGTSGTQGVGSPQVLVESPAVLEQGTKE
#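 assay system = Cy5-tagged RRE RNA duplex with fluorescein-tagged Rev peptide | incubation = 5 + 15 min at 25 °C | also added = labelled Rev peptide | measure = % inhibition of FRET ratio versus controls | benchmarks = DMSO wells as 0% and neomycin B wells as 100% inhibition | measured by = FRET fluorescence readout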
# PLAP activator = human PLAP activation | P05187 | purified PLAP enzyme, luminescent substrate read-out; active compounds read high | activation fold at 20 µM | hit rate 1.2% among 96,000; in the data active = activation fold above about 2
# * hit, by the source's call; / = not tested or not shown; [ ] = another dose, or the depositor's remark.
SMILES,Plk1 PBD FP,EphB4 ephrin blk,FAK blocker,PLK1 kinase inh,S1P2 ag,S1P2 blocker,MT1-MMP txn act,Rev-RRE block,PLAP activator
Cc1ccc(NC(=O)CC2SC(=O)N(c3ccccc3)C2=O)cc1 (stereo unspecified),-30,-11,-2,-9,-3,3,1.1,-5,/
CCC(C)NC(=O)C(NS(=O)(=O)c1ccc2c(c1)c(=O)n(C)c(=O)n2C)c1ccccc1 (stereo unspecified),-18,6,1,-19,-5,-18,1,0,1
CCCNC(=O)c1cc(C)no1,0,2,0,-3,-5,8,1.1,2,1
COc1cccc(CC(NC(C)=O)C(=O)NC2CCN(S(=O)(=O)c3ccc4ccccc4c3)CC2)c1 (stereo unspecified),-31,0,2,-9,-3,-3,1.4,9,1.3
CCOC(=O)N1CCN(c2c(NCCCN(CC)c3cccc(C)c3)c(=O)c2=O)CC1,-8,4,8,-3,-3,27,1.1,1,1.7
COc1ccc(S(=O)(=O)N2CCN(C(=O)c3ccco3)CC2)cc1OC,14,0,0,-17,-2,-3,1.1,3,0.9
O=S(=O)(CCSc1nc2ccccc2o1)Cc1ccccc1,-11,-1,-1,-10,-3,1,1.2,8,1.2
Cc1nccn1CC(O)COc1ccccc1 (stereo unspecified),-15,7,-1,-11,-4,7,1.2,8,/
CN(CCNC(=O)C1CC(=O)N(C2CCCC2)C1)Cc1ccccc1 (stereo unspecified),12,-4,6,-6,-8,5,1.3,3,/
COc1ccc2cc3cc(C(=O)NCCN4CCN(c5ccccc5F)CC4)oc3nc2c1,2,-6,-4,-17,-9,10,1,8,1.2
Cc1nc(NNC(=O)c2ccc(Cl)cc2Cl)cc(-c2ccccc2)n1,-23,2,8,7,-2,1,1.1,0,1.7
CCOC(=O)C1=C(C)N(c2ccccc2)C(=O)C1,-19,6,1,-8,0,-12,1.1,-7,/

# The final 7 records of the section above are carried over, then new ones follow.
SMILES,Plk1 PBD FP,EphB4 ephrin blk,FAK blocker,PLK1 kinase inh,S1P2 ag,S1P2 blocker,MT1-MMP txn act,Rev-RRE block,PLAP activator
COc1ccc(S(=O)(=O)N2CCN(C(=O)c3ccco3)CC2)cc1OC,14,0,0,-17,-2,-3,1.1,3,0.9
O=S(=O)(CCSc1nc2ccccc2o1)Cc1ccccc1,-11,-1,-1,-10,-3,1,1.2,8,1.2
Cc1nccn1CC(O)COc1ccccc1 (stereo unspecified),-15,7,-1,-11,-4,7,1.2,8,/
CN(CCNC(=O)C1CC(=O)N(C2CCCC2)C1)Cc1ccccc1 (stereo unspecified),12,-4,6,-6,-8,5,1.3,3,/
COc1ccc2cc3cc(C(=O)NCCN4CCN(c5ccccc5F)CC4)oc3nc2c1,2,-6,-4,-17,-9,10,1,8,1.2
Cc1nc(NNC(=O)c2ccc(Cl)cc2Cl)cc(-c2ccccc2)n1,-23,2,8,7,-2,1,1.1,0,1.7
CCOC(=O)C1=C(C)N(c2ccccc2)C(=O)C1,-19,6,1,-8,0,-12,1.1,-7,/
O=C(NCCc1ccco1)c1nn(Cc2ccccc2)c(=O)c2ccccc12,2,-2,4,-4,0,-21,1,3,1.1
CCn1c(=O)n(CC)c2cc(S(N)(=O)=O)c(C)cc21,3,7,2,-13,-5,-2,1.1,4,0.9
COc1ccc(C(=O)Nc2cccc3c2C(=O)NC3=O)cc1S(=O)(=O)N1CCOCC1,8,-8,-1,-7,-4,-10,1,0,0.9
C=CCn1c(SCC(=O)NCc2ccco2)nnc1-c1ccc2ccccc2n1,-1,-4,0,-13,-6,-11,/,7,0.9
O=C(Nc1ccc(Cl)cc1)OCc1cc(-c2ccccc2)on1,-14,-3,-6,-7,-6,2,/,-1,0.9
Cc1ccccc1Cn1nc(C)c(NC(=O)c2sc3ccccc3c2Cl)c1C,19,0,-6,-19,-4,4,/,1,0.9
CC(=O)c1c(N2CCOCC2)nc(=S)n(-c2ccc([N+](=O)[O-])cc2)c1C,17,-1,0,-4,-5,6,1.1,4,1.1
COc1ccc(N(C)S(=O)(=O)c2c(C)[nH]c(=O)[nH]c2=O)cc1,13,-12,1,40,0,-9,1.2,2,0.9
Cc1nnc(SCC(=O)n2c3c(c4ccccc42)CCCC3)s1,0,-5,-3,-12,-1,-8,1.1,5,0.9
N#CCCn1nnc(-c2ccccc2F)n1,2,0,-1,-10,-7,2,/,4,0.8
CC(C)(C)n1ncc2c(=O)n(CC(=O)N3CCc4ccccc43)cnc21,-4,-2,4,-7,-7,-3,/,1,0.9
O=C1C2C3C=CC(C3)C2C(=O)N1CCCO (stereo unspecified),-9,-4,-4,-1,-1,-6,1.1,10,/

# In a second layout: entries from further up.
# Results follow in this order: Plk1 PBD FP	EphB4 ephrin blk	FAK blocker	PLK1 kinase inh	S1P2 ag	S1P2 blocker	MT1-MMP txn act	Rev-RRE block	PLAP activator
Cc1nnc(SCC(=O)n2c3c(c4ccccc42)CCCC3)s1
→ 0	-5	-3	-12	-1	-8	1.1	5	0.9
N#CCCn1nnc(-c2ccccc2F)n1
→ 2	0	-1	-10	-7	2	/	4	0.8

# The listing continues.
SMILES,Plk1 PBD FP,EphB4 ephrin blk,FAK blocker,PLK1 kinase inh,S1P2 ag,S1P2 blocker,MT1-MMP txn act,Rev-RRE block,PLAP activator
COc1ccc(CCNC(=O)c2ccc(Cl)cc2Cl)cc1,-3,6,-2,-10,-7,5,/,7,0.8
CC(C)c1cc[n+](-c2nc([O-])sc2C=O)cc1,-30,-1,2,-7,-4,0,/,20,1.1
CC(=O)Nc1ccc(NC(=O)C(C)n2nc([N+](=O)[O-])c(Br)c2C)cc1 (stereo unspecified),9,1,2,-9,-5,-5,/,1,1.1
O=C(O)CC(C(=O)N(c1ccccc1)c1ccccc1)N1CCOCC1 (stereo unspecified),-1,3,-2,-8,-10,18,1.2,7,/
CC(CCc1ccccc1)NC(=O)COC(=O)C1=COCCO1 (stereo unspecified),4,6,2,-16,-3,12,1.2,12,1.1
CC(C)CCNC(=O)C(c1cccnc1)N(CCc1ccccc1)C(=O)Cn1nnc2ccccc21 (stereo unspecified),0,-7,-1,-10,-6,1,1.1,7,/
COc1ccc(/C=N/NC(=O)CN2CCS(=O)(=O)CC2)cc1,-14,-1,-4,-2,-2,3,/,-2,1
CC(C)(C)NC(=O)Cn1c(SCC(N)=O)nc2ccccc21,18,5,0,-7,-5,14,1.1,3,1.2
CCOC(=O)COc1cccc2c(=O)n(CC(=O)N3CCN(C(=O)OCC)CC3)ccc12,20,-12,-1,1,-2,0,1.1,3,/
CC1Cc2cc(/C(O)=C3/C(=O)C(=O)N(CCCn4ccnc4)C3c3ccco3)ccc2O1 (stereo unspecified),12,-7,2,-5,-5,-14,1.5,5,1.1
C=CCNC(=O)COc1ccc(Br)cc1Cl,-8,-6,4,-9,-3,21,1.5,5,1.2
CCc1nnc(NC(=O)C2CCN(c3nc(C)cc(C)n3)CC2)s1,4,8,-4,-14,-3,1,1.2,10,1
O=C(COC(=O)c1ccncc1)Nc1cccc(Cl)c1,-15,2,3,7,-6,4,1.3,30,1.1
Cc1ccc(Cn2c(N)c(S(=O)(=O)c3cccs3)c3nc4ccccc4nc32)cc1,2,-4,-5,-11,-2,-5,/,-2,1.1
CCOc1ccc(C(=O)SC2=NCCS2)cc1,17,-2,0,-3,-5,10,0.9,3,0.9
CCCCc1ccc(-c2nc(N)n[nH]2)cc1,30,-2,1,1,0,6,1.3,2,1.2
c1ccc(-c2nnc3n2NC(c2ccc4c(c2)OCO4)S3)cc1 (stereo unspecified),9,2,4,0,-4,-4,1.2,1,0.9
COc1ccc(C(C(=O)NCc2ccccc2)N(Cc2cccs2)C(=O)c2cnccn2)cc1 (stereo unspecified),-20,-1,0,-9,-4,42,/,1,1
Cc1cc(C(=O)CSc2nnc(-c3cccnc3)n2-c2ccccc2F)c(C)n1C,-3,-6,-4,8,-2,4,1.1,0,/
Cc1noc(C)c1CSc1cc(C)c2ccccc2n1,14,3,-2,-2,-6,-12,1.2,10,1.1
Cc1cccc(OCCCn2c(=O)sc3ccccc32)c1,-4,9,2,-10,-5,18,1.4,15,1.1
O=C(CSC1=NCCS1)Nc1nc(-c2ccccc2)cs1,32,-1,8,-2,-1,5,1.3,4,0.8
O=C(Nc1nc2ccccc2s1)c1ccc(Cl)s1,22,0,-6,-12,-6,-5,1,0,0.9
Cc1cc(C)nc(SCC(=O)NC2=NC(=O)C(C)S2)n1 (stereo unspecified),-15,-7,1,-7,-7,-11,1.1,3,1.2
O=C(CN1C(=O)NC2(CCCCCCC2)C1=O)NC(=O)NCc1ccco1,0,-3,-3,-13,-8,-1,1.1,1,1
CC(/C=C/c1ccccc1)=N\NC(=O)C1CC1(C)c1ccccc1 (stereo unspecified),0,4,4,-11,-8,-11,1.1,16,/
O=P(c1ccccc1)(c1ccccc1)C(O)c1ccco1 (stereo unspecified),27,3,0,-8,-5,-22,/,8,1
CC(=O)NC(=O)c1nnn(Cc2ccccc2)c1NC(C)=O,3,-1,-6,-8,0,-3,1.3,1,1.1
Cc1c(-c2ccccc2)nc2ccccc2c1C(=O)Oc1ccc([N+](=O)[O-])cc1,-8,-5,-4,-7,-3,11,/,6,0.9
CC1CN(CC(O)COc2ccccc2C(C)(C)C)CC(C)O1 (stereo unspecified),-21,2,0,-4,-5,1,1.1,1,1.5
Cc1oc(-c2ccc(Cl)cc2)nc1CS(=O)CC(=O)NCc1cccs1 (stereo unspecified),-18,-8,-6,-4,-3,8,/,1,1.5
Cc1noc2ncnc(Sc3ccc(Cl)cc3)c12,-25,-5,0,1,-4,34,/,4,1.2
O=C(c1ccc(Cl)c(S(=O)(=O)NCc2ccco2)c1)N1CCN(c2ccccc2F)CC1,-2,2,-1,-10,-9,10,1.2,-2,0.9
COc1ccccc1CNC(=O)CC(C)C,-22,8,1,0,-5,11,1.1,7,1.3
CC(=O)c1sc2nc(-c3cccs3)cc(C(F)(F)F)c2c1N,-21,-2,2,-13,-4,14,1.3,107*[fluorescence artefact?],1.1
Cn1c(=O)[nH]c(=O)c2c1nc(N1CCCC1)n2CC(O)COc1ccccc1 (stereo unspecified),11,0,2,-18,-5,3,1.2,-1,1
c1ccc2c(c1)CCN(c1nc3cc4c(cc3s1)OCCO4)C2,14,-2,11,-15,-11,10,0.1,3,0.9
COC(=O)Nc1sc2c(c1C(=O)N1CCOCC1)CCC(C)C2 (stereo unspecified),-6,-4,0,-1,-4,-2,1.1,-3,1
S=c1[nH]nc(-c2ccc(Cl)cc2)n1Cc1ccccc1,-2,-6,1,-14,-3,-4,1.2,-2,/
COc1ccc(CC(=O)Nc2ccc(S(=O)(=O)NC(C)C)cc2)cc1,-5,8,-1,-25,0,20,1.2,8,1.1
Cc1c(NC(=O)C2CCCNC2=O)c(=O)n(-c2ccccc2)n1C (stereo unspecified),-14,0,-2,-9,-5,-13,1.1,8,1.2
CC(C)CC(c1nnnn1Cc1ccccc1)N1CCC(C(N)=O)CC1 (stereo unspecified),-7,-3,-1,-3,-4,-16,1.1,-1,/
O=C(NCc1ccco1)c1ccc(=O)[nH]n1,4,3,2,-1,-1,-9,1,-2,0.9
COc1cc(S(=O)(=O)N2CCOCC2)ccc1NC(=O)CSc1nnc(N)s1,-10,8,1,0,-10,7,1.2,7,1
Cc1ccc(O)c(C2=NCCNC(C(F)(F)F)=C2)c1,-2,-3,0,12,-7,-7,1.1,2,0.7
CN(C(=O)c1cccc(C#N)c1)c1nnc(C2CCCO2)s1 (stereo unspecified),-19,4,0,0,-9,-4,0.9,3,1.1
CCN1C=C(Cc2ccc(F)cc2)C2=C(C1)C(c1ccc(F)cc1)C(C#N)=C(N)O2 (stereo unspecified),4,6,-2,-8,-1,-12,/,13,1.1
CC1(C)CC(=O)C(N=Nc2cc(Cl)c(Cl)c(Cl)c2)=C(O)C1,-19,5,2,-18,-1,1,/,11,0.7
O=C(Nc1ccc(Br)cc1)c1ccccc1CC[N+](=O)[O-],-13,0,5,0,-5,22,/,2,1
CC(=O)Oc1ccc2nc(-c3cccs3)oc(=O)c2c1,-10,2,-3,-14,-7,5,1.5,3,0.9
COc1ccc(S(=O)(=O)Nc2cc(C)nn2-c2ccccc2)cc1,-36,8,-3,0,-3,-9,/,5,1
CCC(C)[C@H](NC(=O)NC1CCN(Cc2ccccc2)CC1)C(=O)OC (stereo partly specified),29,-3,-13,1,-8,-6,1.1,0,1.2

# Source: PubChem
